Apaf-1 inh: human Apaf-1 inhibition; O14727; reconstituted apoptosome caspase-3 activity, DEVD-Rh110 fluorescence; inhibition, % at 20 µM; actives 0.71% (n = 330,000); AID 489030; active means inhibition of at least 40% at 20 µM;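 further: plate controls were DMSO wells for no effect and DEVD-CHO caspase inhibitor wells for full effect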
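System: reconstituted apoptosome with Apaf-1, cytochrome c, caspase-9, procaspase-3, dATP; Signal: Rh110 fluorescence intensity; Schedule: 30 min compound preincubation, 50 min activation, room temperature; Reagent: cytochrome c trigger plus (Z-DEVD)2-Rh110 caspase-3 substrate.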
SENP8 block: SENP8 protease inhibition; Q96LD8; purified SENP8, Z-RLRGG-aminoluciferin cleavage, luminescence; inhibition, % at 10 µM; actives 1.2% (n = 330,000)
Target sequence (Q96LD8 whole entry, looked up): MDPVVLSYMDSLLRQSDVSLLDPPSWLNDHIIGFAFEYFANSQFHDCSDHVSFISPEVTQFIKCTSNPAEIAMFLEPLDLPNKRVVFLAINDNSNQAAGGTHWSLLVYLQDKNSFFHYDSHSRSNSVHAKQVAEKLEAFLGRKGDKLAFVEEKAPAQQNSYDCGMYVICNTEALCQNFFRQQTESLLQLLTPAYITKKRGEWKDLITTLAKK
EBI2 block: antagonists of human EBI2 receptor | P32249 | EBI2 beta-arrestin recruitment, luminescence, 7a,25-OHC stimulated | inhibition, % at 5 µM | actives 0.81% (n = 360,000); in the data active means inhibition above about 38%;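 further: enzyme fragment complementation signal reports receptor beta-arrestin coupling in cells; 0% = agonist plus DMSO wells and 100% = wells without agonist; some results beyond the cut were filed as inactive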
Target sequence (P32249 whole entry, looked up, the tested form may be a part): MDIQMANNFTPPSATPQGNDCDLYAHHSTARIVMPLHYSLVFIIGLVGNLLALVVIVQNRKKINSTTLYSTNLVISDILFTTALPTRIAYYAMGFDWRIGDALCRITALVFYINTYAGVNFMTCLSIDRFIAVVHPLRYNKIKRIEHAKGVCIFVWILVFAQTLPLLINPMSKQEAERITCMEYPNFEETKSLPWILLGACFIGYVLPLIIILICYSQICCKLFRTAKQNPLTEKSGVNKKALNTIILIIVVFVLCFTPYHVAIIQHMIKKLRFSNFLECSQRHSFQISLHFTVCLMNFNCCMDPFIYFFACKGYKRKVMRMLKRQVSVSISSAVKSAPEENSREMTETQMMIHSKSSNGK
CCR6 antagonist: CCR6 (human) receptor antagonism | P51684 | CHO-K1 CCR6 PathHunter beta-arrestin, luminescence, CCL20-stimulated | inhibition, % at 20 µM | actives 0.49% (n = 340,000);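 active means compounds whose inhibition of the agonist-driven luminescence signal at 20 µM reaches about 50%, limit read from the data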;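 further: cells stimulated with CCL20 at 14 nM final; plate controls were DMSO with CCL20 for no effect and DMSO without agonist for full effect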
Target sequence (P51684 whole entry, looked up): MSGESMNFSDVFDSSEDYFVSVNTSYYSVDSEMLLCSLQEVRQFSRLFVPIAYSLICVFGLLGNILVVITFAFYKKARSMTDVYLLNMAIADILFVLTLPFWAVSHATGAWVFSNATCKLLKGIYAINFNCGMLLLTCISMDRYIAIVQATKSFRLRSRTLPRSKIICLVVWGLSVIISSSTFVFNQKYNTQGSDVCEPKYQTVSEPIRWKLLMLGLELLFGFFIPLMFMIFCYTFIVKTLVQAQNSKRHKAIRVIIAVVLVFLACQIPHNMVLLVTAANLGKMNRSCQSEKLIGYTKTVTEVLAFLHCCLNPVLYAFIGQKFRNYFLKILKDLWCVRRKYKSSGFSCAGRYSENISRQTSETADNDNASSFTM
UBC13 polyUb: blocks human UBC13 polyubiquitin chain formation; inhibition, % at 20 µM; TR-FRET; AID 485273; actives 0.47% (n = 330,000); P61088; in the data active means inhibition above about 45%, passing the limit was not always enough; inconclusive means no clear call, values can overlap the other calls
Gli-Sufu block: Gli-Sufu pathway antagonism; Sufu-KO-LIGHT fibroblasts, Gli luciferase reporter luminescence; inhibition, % at 5 µM; actives 0.74% (n = 340,000); AID 588413;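 active means inhibition above about 55%, limit read from the data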;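 further: 0% = DMSO-treated cells and 100% = wells with medium but no cells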
697 NFkB inh: lowers PMA/ionomycin-induced NF-kB signal in 697 B cells; 697 B-cell NF-kB luciferase reporter, 16 h; inhibition, % at 4 µM; actives 0.33% (n = 330,000); in the data active means inhibition above about 35%
Jurkat NFkB inh: lowers PMA/ionomycin-induced NF-kB signal in Jurkat cells; PMA/ionomycin-induced NF-kB luciferase reporter, luminescence; inhibition, % at 4 µM; actives 0.53% (n = 330,000); AID 435003
* = called active by the depositor; u = inconclusive; x = not tested or not shown. Unless noted, no stated cut-off is given here; in the data, active means inhibition above about 50%; inactive means the rest. This is a subset, so the mix of outcomes need not match the whole.

Below each compound: CCR6 antagonist	UBC13 polyUb	SENP8 block	Jurkat NFkB inh	Apaf-1 inh	EBI2 block	Gli-Sufu block	697 NFkB inh
Cn1cnc([N+](=O)[O-])c1SCCO
 : 6	-12	2	-4	-9	-15	0	-8
Cc1nn(-c2ccccn2)c(C)c1Oc1ccccc1O
 : 9	2	5	10	-11	-7	4	-2
COC(C[C@@H]1O[C@H]1[C@H](O)COCc1ccccc1)OC
 : 6	-10	-16	-6	4	-5	-5	9
CC(C)(C)c1ccc(Oc2coc3cc(OCC(=O)O)ccc3c2=O)cc1
 : -2	1	-12	-5	12	-6	-22	-13
CCOc1ccc(C2C(C#N)=C(N)SC(N)=C2C#N)cc1OC
 : x	u	4	7	1	x	x	12
C[C@H](CO)N1C[C@H](C)[C@@H](CN(C)C(=O)Nc2ccccc2)Oc2ccc(NC(=O)Cc3ccccc3)cc2C1=O
 : 6	16	-3	10	7	-3	-3	1
CC1CN(S(=O)(=O)c2cccc(C(=O)N3CCC(C(N)=O)CC3)c2)CC(C)O1 (stereo not given)
 : 0	-6	-6	11	1	-4	13	23
CCOCCOC(=O)C1=C(C)Nc2ccc(C)cc2S1
 : 11	-3	2	-14	4	2	-41	-32
Cc1ccc2cc(CN(CCCO)S(=O)(=O)c3ccccc3F)c(=O)[nH]c2c1C
 : 13	-5	-7	-12	6	-17	-23	-15
CC1CC(C)CN(C(=O)COC(=O)CCc2nc3ccccc3c(=O)[nH]2)C1 (stereo not given)
 : 3	9	1	2	1	-2	-6	19
CCCn1c(=O)c(C(=O)NNC(=O)c2ccccc2Cl)c(O)c2ccccc21
 : -4	-4	2	-1	3	-4	26	16
Cc1cc(C)cc(NC(=O)N2CCN(C/C=C/c3ccccc3)CC2)c1
 : 6	-11	-6	-15	6	8	11	-22
COc1ccc(N2C(=O)C3NN=C(C(=O)OCc4ccccc4)C3C2=O)cc1 (stereo not given)
 : 9	4	5	-3	-9	-1	-6	10
N#Cc1ccsc1NC(=O)COC(=O)CCCSc1nc2ccccc2s1
 : 15	-2	-2	12	9	-3	6	19
Cc1ccc(CN2CC(C(=O)NNC(=O)Cn3ccc(C(F)(F)F)n3)CC2=O)cc1 (stereo not given)
 : 7	2	7	-6	-12	8	-1	11
O=C(NCC(c1cccnc1)N1CCOCC1)NC1CCCCC1 (stereo not given)
 : 8	4	-4	8	-9	-4	-2	-1
COc1ccc(-c2nc3n(n2)C(c2cccnc2)C(C(N)=O)=C(C)N3)cc1 (stereo not given)
 : -9	4	5	-13	-29	-3	0	0
CC(=O)Nc1ccc2nc(C3CCCCC3)[nH]c2c1
 : 10	-5	-3	-16	10	1	-4	-15
CCC1(c2ccccc2)NC(=O)N(CC#N)C1=O (stereo not given)
 : -5	-3	2	9	-7	-8	0	12
O=C(c1cc2sccc2n1Cc1ccccc1)N1CCc2ccccc21
 : 10	9	-2	10	4	27	3	14
Cc1ccc(C)n1NC(=O)c1ccccc1Cl
 : 1	-9	-4	4	-1	1	-2	4
Cc1c(O)ccoc1=O
 : 2	0	1	3	-2	-4	-2	6
CC1=C(C(N)=O)C(c2ccc(Cl)c(Cl)c2)n2ncnc2N1 (stereo not given)
 : -3	-2	-7	-14	3	-2	2	3
CN(C)c1ccc(C(C[N+](=O)[O-])c2c(N)n(C)c(=O)n(C)c2=O)c(F)c1C#N (stereo not given)
 : -3	5	-9	19	3	-14	-3	15
CC(c1ccccc1)N1C(=O)NC(NC(=O)C(C)(C)C)(C(F)(F)F)C1=O (stereo not given)
 : -17	0	3	2	4	-4	-1	7
O=S(=O)(c1cccs1)N1CCN(CCc2ccccc2)CC1
 : 6	-5	-7	-11	-1	0	-2	2
Cc1ccccc1OCC(=O)N1N=C(C(F)(F)F)CC1(O)C(C)(C)C (stereo not given)
 : -14	3	1	-2	17	-1	-5	3
O=C(CN1C(=O)C2C3C=CC(C3)C2C1=O)OCC(=O)c1ccc(Br)cc1 (stereo not given)
 : 11	-1	-4	-26	-1	6	3	14
CCOC(=O)C1=NN(C(=O)Nc2ccc(OC)cc2)C2C(=O)N(c3cccc(C(F)(F)F)c3)C(=O)C12 (stereo not given)
 : 7	-5	5	1	6	7	-23	4
COc1cccc(/C=N/Nc2ncc(C)c(=O)[nH]2)c1OC
 : 10	2	-4	-4	-1	4	2	14

Whole records from above. Order of values: CCR6 antagonist	UBC13 polyUb	SENP8 block	Jurkat NFkB inh	Apaf-1 inh	EBI2 block	Gli-Sufu block	697 NFkB inh
`CCC1(c2ccccc2)NC(=O)N(CC#N)C1=O` (stereo not given) as listed: -5	-3	2	9	-7	-8	0	12
`Cc1ccc(C)n1NC(=O)c1ccccc1Cl` as listed: 1	-9	-4	4	-1	1	-2	4
`CCOc1ccc(C2C(C#N)=C(N)SC(N)=C2C#N)cc1OC` as listed: x	u	4	7	1	x	x	12

The listing continues:
Below each compound: CCR6 antagonist	UBC13 polyUb	SENP8 block	Jurkat NFkB inh	Apaf-1 inh	EBI2 block	Gli-Sufu block	697 NFkB inh
COc1ccc(N(CC(=O)NCc2cccs2)S(=O)(=O)c2c(C)nn(C)c2C)cc1
 : 7	-2	12	11	-3	0	4	-11
Clc1ccc(Cc2ccc(Cl)nn2)c(Cl)c1
 : 0	6	4	-5	8	-8	2	9
COc1cc(C(=O)N2CCN(S(=O)(=O)c3ccc(C)cc3C)CC2)ccc1OCC(=O)N1CCOCC1
 : 8	12	-3	-3	-32	4	1	11
CCOc1ccc(NC(=O)CSc2nc(-c3cccs3)cc(C(F)(F)F)n2)c([N+](=O)[O-])c1
 : 14	1	-3	-1	12	-19	5	-3
O=C(CCc1nc(-c2ccccc2)no1)Nc1cccnc1
 : -16	-4	-2	-16	3	2	-2	0
Nc1c(N(Cc2ccco2)C(=O)c2cccc(F)c2)c(=O)[nH]c(=O)n1Cc1ccccc1
 : -3	15	3	-8	-9	-6	-5	25
COC(=O)c1ccccc1NC(=O)c1ccccc1NS(C)(=O)=O
 : -6	4	-4	-19	-13	-1	4	-13
CC1(C(=O)NC23CC4CC(CC(C4)C2)C3)CC1(Cl)Cl (stereo not given)
 : -4	-2	-1	-6	-7	1	4	15
Cc1cccc(C)c1OCC(O)CN1CCc2ccccc2C1 (stereo not given)
 : 2	0	0	2	-6	23	8	9
COc1ccc(NS(=O)(=O)c2ccc3c(c2)OCCO3)cc1OC
 : 1	-5	-5	25	6	2	66*	-16
COc1ccc(OC)c(-n2nnnc2SCC(=O)Nc2nc(C)c(C)s2)c1
 : -4	-5	7	-12	-13	-3	5	3
O=C(NCCN1C(=O)S/C(=C\c2cccnc2)C1=O)C1=NN(c2ccccc2)C(=O)CC1
 : -5	-10	-2	-2	-2	-4	0	2
CCOc1ccccc1NC(=O)COc1cccc(-n2cnnn2)c1
 : 0	29	-9	5	7	14	5	15
CCOC(=O)c1sc(C)c2c(=O)n(CC)nnc12
 : -2	-22	-4	-1	-1	-6	16	-9
O=C(CCc1nnc2ccc(NCc3ccco3)nn12)Nc1ccccc1F
 : -3	-1	-6	11	-5	-13	12	0
Cc1ccc(C(=O)Nc2nnc(C)s2)cc1
 : 13	-5	-15	-51	13	-7	-61	-89
COc1ccc(S(=O)(=O)N2CCC(C(=O)NCCC(=O)Nc3nccs3)CC2)cc1
 : 12	-3	-8	8	-9	-6	-10	8
CN(Cc1ccccc1)C(=O)N[C@@H](Cc1ccccc1)C(=O)O
 : 16	2	3	10	-9	6	18	24
CCOC(=O)c1cccc(NC(=O)CS(=O)(=O)Cc2nc(-c3cccc(OC)c3)oc2C)c1
 : -11	8	0	20	15	14	-1	12
CCCOc1cccc(C(=O)NCCNC(=O)c2ccco2)c1
 : 1	5	1	7	-20	-13	0	4
Nc1nc(NCCCN2CCOCC2)nc(Nc2cccc(Cl)c2)c1[N+](=O)[O-]
 : 12	14	-2	-5	6	4	6	-2
CCC1COC(c2cccn2Cc2ccc(Cl)cc2)=N1 (stereo not given)
 : 28	-2	-5	-10	10	2	-2	-15
O=C(/C=C1\SC(=O)NC1=O)Nc1ccc(F)cc1
 : 12	2	-16	-4	-14	-4	-4	16
O=C(Cn1c(-c2ccc(Cl)cc2)noc1=O)N1CCN(c2ccccc2F)CC1
 : -5	11	12	18	-3	7	6	15
CSc1cccc(NC(=S)N(CCC(C)C)C2CCN(C(C)C)CC2)c1
 : 18	-1	0	-10	-5	-5	-10	17
Cc1c(C(=O)NC2CC2)oc2ccccc12
 : 7	9	-6	-4	-12	-2	-17	21
O=C(CCCN1C(=O)/C(=C/c2cccc(Br)c2)SC1=S)Nc1cccnc1
 : 2	6	13	0	30	32	13	16
Cn1c(/C=C/c2ccccc2[N+](=O)[O-])nc2ccccc2c1=O
 : 6	-2	-4	-16	0	-9	-15	-22
O=c1[nH]c(Sc2ccc([N+](=O)[O-])cc2[N+](=O)[O-])nc2ccccc12
 : -11	-20	-5	-8	-5	-4	12	-11
COc1ccccc1OCCC(=O)Nc1cccc(S(=O)(=O)N2CCOCC2)c1
 : 10	2	4	8	-9	-4	-6	9
CC(C)c1ccc(CCNC(=O)c2ccc([N+](=O)[O-])cc2)cc1
 : 10	-2	4	3	-4	22	19	-17
O=C(NC1CCCCC1)C(c1cccs1)N(Cc1cccs1)C(=O)c1cccs1 (stereo not given)
 : 15	-10	-7	-25	15	19	7	5
CCOC(=O)C[n+]1c(C)ccc2c1CCC2
 : -8	3	0	11	-12	3	3	24
CCCc1nnc(NC(=O)NCCN2C(=O)C3C4C=CC(C4)C3C2=O)s1 (stereo not given)
 : 5	2	4	9	-1	3	-3	13
Cc1ccc(NC(=O)CS(=O)Cc2nc(-c3ccc(C)cc3)oc2C)cc1 (stereo not given)
 : -9	-6	-16	-7	29	5	13	1
CCCCc1ccc(NC(=S)NCc2ccccc2OC)cc1
 : 10	4	7	10	20	-3	-5	-7
Cc1cccc(C)c1NC(=O)CCc1nnc2ccc(N3CCCC3)nn12
 : 0	-4	8	5	-6	-2	2	12
CCn1nc(NC(=O)c2ccccc2)c2cc3cccc(C)c3nc21
 : 11	5	-6	-16	4	11	5	-22
COc1ccccc1CC(=O)N1CCN(S(=O)(=O)c2ccccc2F)CC1
 : 1	3	2	-32	-5	-5	1	4
Fc1ccc(-n2cc(CNCCc3ccccn3)c(-c3ccccc3Cl)n2)cc1
 : 16	9	-6	2	17	8	-10	5
Cc1nc2ccc(NC(=O)c3ccc([N+](=O)[O-])cc3[N+](=O)[O-])cc2s1
 : -6	3	6	-7	2	-6	-11	8

From PubChem
